# Screens from PubChem BioAssay.
# H1N1 NS1A inhibition: H1N1 influenza NS1A inhibitors, functional cell based assay (AID 504329); NS1A functional cell-based assay, percent inhibition; higher % means a stronger effect; one-dose inhibition, % at 12.5 µM; IC50 in µM for titrated hits; actives 0.3% (n = 340,000); in the data active = a potency from the dose series; inconclusive = inhibition above about 27% without an active follow-up result; also: strong numbers were not always called active
# H37Rv inhibition: M. tuberculosis growth inhibition, HTS (AID 449762); M. tuberculosis H37Rv growth inhibition, 7H9 media; higher % means a stronger effect; inhibition, % at 25 µM, or IC50 in µM where a hit was titrated; actives 0.59% (n = 330,000); in the data active = a potency from the dose series; inconclusive = inhibition above about 70% without an active follow-up result;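 also: bacterial growth assessed after seven days of incubation; strong numbers were not always called active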
# PhoP GFP inhibition: PhoP regulon inhibitors, Salmonella typhi PhoP promoter GFP reporter, confirmatory (AID 1850); actives 0.33% (n = 310,000); Salmonella Typhi PhoP-promoter GFP reporter, fluorescence, 4 h; higher % means a stronger effect; inhibition, % at 50 µM, or IC50 in µM where a hit was titrated; in the data active = a potency from the dose series; inconclusive = inhibition mostly from about 25% at the one dose, without a potency; inactive = the rest, 99 in 100 with inhibition below about 19%;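 also: 0% = induced wells with vehicle and 100% = uninduced wells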
# inhibitors of VEEV: inhibitors of VEEV TC-83 cytopathic effect, confirmation, Vero cells (AID 588727); one-dose inhibition, % at 20 µM; IC50 in µM for titrated hits; Vero cells, VEEV TC-83 cytopathic effect inhibition; higher % means a stronger effect; actives 0.13% (n = 350,000); in the data active = a potency from the dose series; inconclusive = inhibition mostly from about 14% at the one dose, without a potency; inactive = the rest, 99 in 100 with inhibition below about 12%; also: strong numbers were not always called active
# tuberculosis growth: growth inhibition of non-replicating M. tuberculosis (AID 488890); Mycobacterium tuberculosis non-replicating, growth inhibition; higher % means a stronger effect; actives 0.39% (n = 320,000); one-dose inhibition, % at 25 µM; IC50 in µM for titrated hits; in the data active = a potency from the dose series; inconclusive = inhibition mostly from about 82% at the one dose, without a potency; inactive = the rest, 99 in 100 with inhibition below about 76%;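 also: plate controls were DMSO cells for no effect and high antibiotic wells for full effect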
# inhibitors of VEEV 10K pilot screen: recorded beside inhibitors of VEEV, whose call it bears; inhibition, %; measured here: 10K pilot screen inhibition
# The depositor's hits bear a star; i = inactive; ? = inconclusive; . = not tested or not shown. No enrichment for hits; overall some 1.4% were active at least once.
SMILES,H1N1 NS1A inhibition,H37Rv inhibition,PhoP GFP inhibition,inhibitors of VEEV,tuberculosis growth,others
Cc1cc(S(=O)(=O)Nc2ccc(C(=O)NCC(c3ccco3)N3CCCC3)cc2)ccc1F (configuration not stated),-5%,-12%,2%,1.2%,22%,
CN=C1CN(O)C(c2ccccc2)=c2cc(Cl)ccc2=N1,6%,0%,-1%,0.9%,1%,
N#Cc1c(-c2ccccc2)nc(N2CCN(Cc3ccccc3)CC2)[nH]c1=O,22%,1%,0%,2.4%,-8%,
O=c1c2ccccc2nc(-c2ccco2)n1Cc1ccccc1,-1%,-8%,-6%,2.5%,24%,
Cc1ccc(OCC(=O)Nc2cccnc2Cl)cc1C,2%,-1%,12%,1.3%,46%,
O=C(CSc1nnc(-c2cccs2)n1C1CC1)NC1CCS(=O)(=O)C1 (configuration not stated),-6%,5%,.,0.8%,6%,
COc1ccc2c(c1)c(C(=O)CN1CCC3(CC1)OCCO3)c(C)n2Cc1ccccc1,26%,-3%,-2%,i,14%,
CCN(C(=O)c1cc2c(=O)[nH]c3ccc(C)cc3c2s1)c1ccccc1F,-5%,-5%,17%,2.1%,-9%,
O=C(NCC1CCCO1)c1csc2c1CCCCC2 (configuration not stated),1%,6%,-4%,i,70%,
Cc1c(NC(=O)CSc2n[nH]c(=O)n2-c2ccccc2)c(=O)n(-c2ccccc2)n1C,2%,11%,1%,0.6%,-2%,
COc1ccc(Cl)cc1S(=O)(=O)NC(C)C(=O)NCc1ccncc1 (configuration not stated),-1%,2%,15%,0.2%,-8%,
NS(=O)(=O)c1cc2c(cc1Cl)NC(CSCc1ccccc1)=NS2(=O)=O,-10%,0%,0%,0.3%,-9%,
O=C(O)CCN1C(=O)C2C3CC(C2C1=O)C1C(c2ccccc2)c2sc(=O)[nH]c2SC31 (configuration not stated),-4%,-8%,3%,i,-27%,
COc1ccc(N2CCN(S(=O)(=O)c3ccc4c(c3)NC(=O)CS4)CC2)cc1,5%,5%,1%,0.2%,8%,
c1ccc(C(c2nnnn2C2CCCC2)N2CCCCCC2)nc1 (configuration not stated),7%,-3%,1%,0.6%,39%,
Cc1nc(NC(=O)c2ccc(-c3cc4ccccc4oc3=O)cc2)ccc1Br,3%,14%,-11%,i,-4%,
O=C(Nc1ccncc1)Nc1cccc(C(F)(F)F)c1,21%,0%,-7%,4.2%,7%,
c1ccc2c(-c3nnc4n3CCCCC4)c[nH]c2c1,-2%,6%,3%,1.3%,4%,
CC(C)N1C(=S)SC2CS(=O)(=O)C=C21 (configuration not stated),5%,4%,-8%,1.2%,5%,
Cc1nnc(N/N=C/c2cc(C)n(-c3ccc(F)cc3)c2C)n1N,3%,?,-8%,6.7%,33%,
CCN1CCN(C(CNS(=O)(=O)c2cccs2)c2cccnc2)CC1 (configuration not stated),8%,6%,2%,0.1%,0%,
Cc1ccc(OCc2cc(C(=O)N3CCc4[nH]cnc4C3c3ccccn3)no2)cc1C (configuration not stated),10%,55%,-11%,2.1%,68%,
Cc1ccccc1OCc1nc(-c2ccc(NC(=O)c3ccc4c(c3)OCO4)cc2)no1,1%,2%,10%,1.8%,-4%,
COC(=O)COn1c(-n2nc(C)cc2C)nc2ccccc2c1=O,1%,?,10%,1.1%,?,
Cc1cccc(NC(=O)c2cccnc2Cl)n1,-7%,-8%,-9%,2.7%,-2%,
# New compounds follow:
SMILES,H1N1 NS1A inhibition,H37Rv inhibition,PhoP GFP inhibition,inhibitors of VEEV,tuberculosis growth,others
O=C(CC1NC2CCCCC2NC1=O)Nc1ccc2c(c1)OCO2 (configuration not stated),0%,-5%,-4%,i,-3%,
COc1ccc(-c2c3c([nH]c(=S)c2C#N)CCC3)cc1,-14%,.,.,2.2%,.,
CCC(=O)NC(=S)Nc1ccccc1C(=O)OC,-14%,-5%,-6%,1.4%,27%,
c1coc(CNC2CCCCCCC2)c1,1%,3%,0%,2.0%,1%,
O=C(C1CCN(S(=O)(=O)c2ccccc2)CC1)N1CCN(c2ccccc2F)CC1,-1%,-2%,.,i,18%,
COc1ccc(N(CC(=O)NCCc2ccccc2)C(=O)CCC(=O)Nc2nccs2)c(OC)c1,10%,-6%,1%,8.0%,15%,
COc1ccc(CN(C)S(=O)(=O)c2nnc(NC(=O)c3cccc(F)c3)s2)cc1OC,6%,0%,-2%,i,-5%,
CCN(CC)C(=O)CSc1nnc(CNc2ccc(F)cc2)n1-c1ccccc1,5%,3%,-19%,0.9%,7%,
CCCNc1nc(C)cc(-c2cc(C(=O)Nc3ccccc3)on2)n1,-3%,28%,-5%,2.7%,-2%,
O=C(CN1CCCC1)N1CCN(c2ccccc2)CC1,-7%,-5%,-4%,0.8%,-7%,
O=C(CCN1C(=O)C2C3C=CC(C3)C2C1=O)Nc1c(F)cccc1F (configuration not stated),-6%,-4%,-1%,0.0%,1%,
Cc1ccc(N/C(N)=N/c2nc(CSc3ccc(C)cc3)cc(=O)[nH]2)cc1,3%,.,.,3.7%,.,
Cc1c(O)c2ccccc2oc1=O,3%,-1%,-20%,24%,5%,
S=C(NCCc1ccccc1)NCC(c1ccco1)N1CCCCC1 (configuration not stated),-1%,3%,-5%,0.1%,11%,
O=S(=O)(NCc1cccnc1)c1ccc(Br)s1,-3%,-4%,-4%,i,10%,
O=C(CCCc1nc2ccccc2s1)NCc1ccc(F)cc1,12%,1%,-9%,i,30%,
CCOc1ccc(N(CC(=O)NC2CCCCC2)C(=O)CCC(=O)Nc2cc(C)ccn2)cc1,9%,2%,2%,1.2%,-8%,
COc1ccc(OC)c2sc(Cl)nc12,6%,9%,-24%,0.7%,-3%,
Cc1ccc(OCC(O)Cn2c(NCCc3ccccc3)nc3c2c(=O)[nH]c(=O)n3C)cc1 (configuration not stated),0%,-4%,11%,1.3%,5%,
Cc1cccc(NCCC(=O)c2ccc([N+](=O)[O-])cc2)c1C,-13%,?,1%,i,3.6µM*,
Cc1ccc(-c2cnn(-c3ccccc3)c2N)cc1,-6%,0%,6%,1.4%,6%,
O=C(NCc1cccnc1)C1CCCN(S(=O)(=O)c2ccc(Br)cc2)C1 (configuration not stated),-2%,-3%,5%,1.5%,11%,
S=C(Nc1ccc(N2CCOCC2)cc1)Nc1ccc2snnc2c1,19%,60%,8%,1.5%,?,
COc1cc2c(cc1OC)C(C(=O)Nc1cccc(C)n1)C(c1cccnc1)N(C)C2=O (configuration not stated),5%,-7%,2%,1.1%,-1%,
COc1ccc(NC(=O)Cc2coc3cc(C)ccc23)cn1,6%,2%,13%,0.4%,-3%,

# Molecules shown so far that have two or more sulfur atoms:
SMILES,H1N1 NS1A inhibition,H37Rv inhibition,PhoP GFP inhibition,inhibitors of VEEV,tuberculosis growth,others
O=C(CSc1nnc(-c2cccs2)n1C1CC1)NC1CCS(=O)(=O)C1 (configuration not stated),-6%,5%,.,0.8%,6%,
NS(=O)(=O)c1cc2c(cc1Cl)NC(CSCc1ccccc1)=NS2(=O)=O,-10%,0%,0%,0.3%,-9%,
O=C(O)CCN1C(=O)C2C3CC(C2C1=O)C1C(c2ccccc2)c2sc(=O)[nH]c2SC31 (configuration not stated),-4%,-8%,3%,i,-27%,
COc1ccc(N2CCN(S(=O)(=O)c3ccc4c(c3)NC(=O)CS4)CC2)cc1,5%,5%,1%,0.2%,8%,
CC(C)N1C(=S)SC2CS(=O)(=O)C=C21 (configuration not stated),5%,4%,-8%,1.2%,5%,
CCN1CCN(C(CNS(=O)(=O)c2cccs2)c2cccnc2)CC1 (configuration not stated),8%,6%,2%,0.1%,0%,
COc1ccc(CN(C)S(=O)(=O)c2nnc(NC(=O)c3cccc(F)c3)s2)cc1OC,6%,0%,-2%,i,-5%,
O=S(=O)(NCc1cccnc1)c1ccc(Br)s1,-3%,-4%,-4%,i,10%,
S=C(Nc1ccc(N2CCOCC2)cc1)Nc1ccc2snnc2c1,19%,60%,8%,1.5%,?,

# Additional structures follow.
SMILES,H1N1 NS1A inhibition,H37Rv inhibition,PhoP GFP inhibition,inhibitors of VEEV,tuberculosis growth,others
CN(C(=O)COC(=O)Cc1ccccc1[N+](=O)[O-])C1CCS(=O)(=O)C1 (configuration not stated),0%,9%,.,i,3%,
COc1cc(OC)cc(C2C(C#N)=C(N)Oc3n[nH]c(-c4cccnc4)c32)c1 (configuration not stated),-8%,-5%,4%,i,1%,
COc1ccc(CNC(=O)COC(=O)c2ccc3ncsc3c2)cc1OC,-6%,-7%,.,0.2%,10%,
Cc1cc(C)nc(NC2=NCC(=O)N2c2ccccc2)n1,5%,-4%,5%,0.1%,-5%,
CCOc1ccc(C(=O)NC(Cc2ccccc2)C(=O)OC)cc1 (configuration not stated),19%,-9%,1%,0.7%,-6%,
COc1ccc(NC(=O)C2CCC2)cc1S(=O)(=O)Nc1cc(C)ccc1Br,-20%,-12%,.,9.3%,7%,
COc1ccccc1C(=O)N1CCN(C(=O)Cc2ccccc2)CC1,0%,-2%,3%,0.5%,-9%,
CN1CCN(CCCNC(=O)C2CC(=O)N(C3CCCCC3)C2)CC1 (configuration not stated),-13%,3%,-3%,1.1%,3%,
COC(=O)c1ccc(NC(=O)c2cc(-c3ccncc3)nc3ccccc23)cc1,-4%,30%,.,8.0%,21%,
Cc1ccc(S(=O)(=O)N2CCCCC2)cc1NC(=O)CSc1nnc(C2CC2)n1N,-3%,0%,.,2.6%,11%,
NS(=O)(=O)c1cccc(NC(=O)c2ccccc2NS(=O)(=O)c2ccc(F)cc2)c1,1%,-2%,3%,1.6%,-1%,
Cc1ccc(NC(=O)C[n+]2ccccc2)cc1C,-1%,-5%,-6%,0.9%,0%,
CC(C)Oc1nc(-c2ccc(Cl)cc2)nc2ccccc12,0%,-2%,8%,i,-3%,
COCC(C)NC(=O)COCc1cc(-c2ccc3c(c2)OCO3)on1 (configuration not stated),-15%,-8%,-9%,0.3%,17%,
O=C(Nc1cccc(Cl)c1)Nc1c[nH]c(=O)[nH]c1=O,-6%,3%,-7%,1.1%,-5%,
Cc1ccc2nc(N(CCCN(C)C)C(=O)c3ccco3)sc2c1,-13%,3%,5%,1.4%,7%,
CCn1c(=O)c(C(=O)NCc2ccc3c(c2)OCO3)c(O)c2ccccc21,8%,0%,-3%,2.1%,-4%,
O=C(O)c1ccc(S(=O)(=O)c2ccc3c(c2)C(=O)N(NC(=O)c2ccccc2)C3=O)cc1,-4%,-6%,12%,1.1%,-11%,
CCOCCCn1c(=S)[nH]c2cc(C(=O)NCCCN(CC)CC)ccc2c1=O,0%,-14%,13%,0.3%,-11%,
O=C(CCCOC(=O)c1cccnc1Cl)c1ccc(Br)cc1,-15%,-3%,.,i,63%,
Cc1oc(C)c(C(=O)O)c1COc1ccc(C(=O)O)cc1,1%,0%,-6%,1.4%,-3%,inhibitors of VEEV 10K pilot screen=0.3
Brc1cccc(CNCCCN2CCOCC2)c1,-5%,-3%,-6%,i,8%,
COc1cccc(/C=N/NC(=O)CCc2n[nH]c(=O)[nH]c2=O)c1O,4%,0%,-9%,0.6%,-3%,
O=C(CSc1nnc(CNc2ccc(F)cc2)o1)c1ccccc1,12%,12%,-9%,i,44%,
Cc1nc([N+](=O)[O-])cn1CCCCN1C(=O)c2ccccc2C1=O,-9%,0%,11%,i,-9%,
CC(=O)NC(CC(=O)OC(C)C(=O)Nc1ncc(Cl)cc1Cl)c1ccccc1 (configuration not stated),-12%,-10%,-11%,0.8%,-14%,
CCCc1nc(SCC(=O)NC2CC2)c2c(C)c(C)sc2n1,8%,5%,4%,i,.,
CCC(C)C1N=C(c2ccccc2)c2cc(Cl)ccc2N(CC(=O)NCc2ccco2)C1=O (configuration not stated),4%,-9%,4%,0.0%,-20%,
